Screens deposited in PubChem by National Center for Advancing Translational Sciences (NCATS).
GRP78 ERSR act – ER stress response induction in glioma; AID 602332; Potency, µM, inactives show at the highest dose activation, most hits filed as activators; U87-MG GRP78 promoter luciferase reporter, 16 h; actives 0.02% (n = 420,000); also: potency is read from the fitted curve at half-maximal effect; series mostly up to about 76 µM; % of control where 0% means no effect; nearly all actives have a fitted effect of over 35% in size
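Stably transfected U87-MG human glioma cells carrying a GRP78-based luminescent sensor were seeded at 1000 cells/well, pin-dosed with compounds and incubated 16 h. Luciferase reagent was then added, and end-point luminescence was read after 10 min at room temperature.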
RXFP1 antagonist – blocks the human relaxin receptor RXFP1; actives 0.59% (n = 350,000); Q9HBX9; HEK293-RXFP1, relaxin-stimulated cAMP HTRF, 30 min; hits give low values; AID 1259400; activity change, negative = inhibition, % at 57.5 µM;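 active = activity change of -60% or lower, but not beyond a set lower limit; inconclusive = change between -60% and -40%, or beyond the set limit; inactive = change above -40%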; also: % is scaled to controls: 0 for no effect and ±100 for the full control effect
Vif-APOBEC3F blk – blocks the Vif interaction with APOBEC3F | actives 0.2% (n = 390,000) | HeLa A3F-eYFP + Vif (tagged APOBEC3F with the HIV-1 protein that degrades it), YFP fluorescence increase | Potency, µM (titrated, usually from 46.1 µM), without a hit: top-dose activity, negative = active; also: potency is read from the fitted curve at half-maximal effect; % of control where 0% means no effect; nearly all actives have a fitted effect of over 65% in size
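HeLa cells stably expressing Vif plus C-terminally eYFP-tagged A3F were seeded, incubated overnight at 37 deg C, dosed with compound, incubated overnight again at 37 deg C. Yellow fluorescence (Ex 488/Em 500-530) reported blocked Vif-mediated A3F-eYFP degradation.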
D1 ag – agonists of human D1 dopamine receptor | P21728 | HEK293 T-REx D1 cells, calcium flux, agonist mode | activation, % at 2 µM | actives 1% (n = 360,000) | AID 504660; in the data active = activation above about 30%; also: 0% is about no effect
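Tetracycline-induced HEK293 TREx D1 cells, force-coupled to calcium signalling, were dye-loaded with a no-wash calcium kit. Compound was pin-added after a 10 s baseline. Fluorescence was read kinetically at 1 cycle/s for 180 s, with calcium rises flagged as agonism.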
D1 potentiator – human D1 dopamine receptor positive modulation. HEK293 TREx D1 cells, calcium flux, dopamine EC20 potentiation. potentiation, % at 10 µM. P21728. actives 0.036% (n = 360,000); in the data active = potentiation above about 30%; also: 0% is about no effect
RXFP1 ag – agonists of human relaxin receptor RXFP1 | Q9HBX9 | HEK293T-RXFP1 cAMP TR-FRET, 30 min; response scale: percent of porcine relaxin response, buffer zero | Potency, µM (top dose mostly 57.5 µM), inactives show at the top dose activation, actives largely listed as activators | actives 0.3% (n = 370,000); also: potency is read from the fitted curve at half-maximal effect; % is scaled to controls: 0 for no effect and ±100 for the full control effect; nearly all actives have a fitted effect of over 60% in size; many of its hits are not listed in these tables
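HEK293 cells stably expressing RXFP1, treated 30 min at 37C with compounds plus PDE4 inhibitor Ro 20174; cAMP measured by HTRF TR-FRET. Normalized to buffer and 29 nM porcine relaxin; EC50 by Hill fit.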
D1 antag – blocks dopamine activation of the human D1 receptor; HEK293 TREx D1 cells, calcium flux, dopamine EC80; hits give low values; activity change, negative = inhibition, % at 10 µM; actives 3.2% (n = 360,000); in the data active = activity change below about -30%; also: % is scaled to controls: 0 for no effect and ±100 for the full control effect
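Using tetracycline-induced force-coupled D1 Hek293 cells and a calcium dye, signals were followed for 180 s after compound, then for 180 s after EC80 dopamine, to detect inhibitors.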
Vif-A3G inh – blocks the Vif interaction with human APOBEC3G; HeLa A3G-eYFP + Vif (tagged APOBEC3G with the HIV-1 protein that degrades it), YFP fluorescence, overnight; Potency, µM (series often up to 46.1 µM), without a hit: at the top dose activity, negative = active, usual class: inhibitors; AID 602310; actives 0.076% (n = 410,000); Q9HC16;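 also: potency is read from the fitted curve at half-maximal effect; % is scaled to controls: 0 for no effect and ±100 for the full control effect; nearly all actives have a fitted effect of over 60% in size; hits raise eYFP signal because A3G escapes Vif-driven loss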
Target sequence (Q9HC16 whole entry, looked up): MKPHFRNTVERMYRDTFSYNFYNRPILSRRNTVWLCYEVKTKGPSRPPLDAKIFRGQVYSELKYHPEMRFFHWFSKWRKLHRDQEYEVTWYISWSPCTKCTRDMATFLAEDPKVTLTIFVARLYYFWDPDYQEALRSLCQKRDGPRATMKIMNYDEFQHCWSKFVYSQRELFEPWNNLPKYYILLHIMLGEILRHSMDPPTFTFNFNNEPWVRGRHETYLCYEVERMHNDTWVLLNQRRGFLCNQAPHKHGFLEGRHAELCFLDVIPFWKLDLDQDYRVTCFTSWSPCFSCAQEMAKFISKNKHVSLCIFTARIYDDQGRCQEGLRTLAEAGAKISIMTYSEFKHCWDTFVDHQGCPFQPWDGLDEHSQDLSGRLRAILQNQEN
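HeLa cells stably expressing Vif and C-terminally eYFP-tagged A3G, seeded overnight at 37 deg C, then exposed to compound by pintool overnight at 37 deg C. Rise in yellow fluorescence (Ex 488/Em 500-530, Acumen) marks blocked Vif-driven A3G degradation.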
D2 PAM – D2 dopamine receptor (human) potentiation; P14416; HEK293 T-REx D2, calcium flux, EC20 dopamine potentiation; potentiation, % at 10 µM; actives 0.34% (n = 340,000); AID 485347;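 active = potentiation over 3 SD above the plate norm, cut at about 30% in these data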; also: 0% is about no effect
Target sequence (P14416 whole entry, looked up): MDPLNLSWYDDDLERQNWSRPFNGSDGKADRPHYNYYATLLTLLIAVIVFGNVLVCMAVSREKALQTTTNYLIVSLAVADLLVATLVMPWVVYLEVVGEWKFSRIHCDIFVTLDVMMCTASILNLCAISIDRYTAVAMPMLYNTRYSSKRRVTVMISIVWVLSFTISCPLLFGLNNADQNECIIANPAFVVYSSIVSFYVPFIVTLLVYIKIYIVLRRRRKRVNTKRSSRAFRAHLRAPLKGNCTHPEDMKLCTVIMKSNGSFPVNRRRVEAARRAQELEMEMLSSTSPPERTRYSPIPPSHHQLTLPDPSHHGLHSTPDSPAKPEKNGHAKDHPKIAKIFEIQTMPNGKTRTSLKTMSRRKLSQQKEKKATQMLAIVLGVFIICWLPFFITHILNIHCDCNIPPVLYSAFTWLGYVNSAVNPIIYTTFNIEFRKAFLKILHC
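Potentiation of an EC20 dopamine calcium response measured kinetically over 180 s, after a preceding 180 s compound-only read flagging agonists. Cells: inducible Hek293 Trex D2 line, 4000/well, cultured overnight at 30 C before dye loading.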
* marks the source's active call; other numbers are inactive results; ? = inconclusive; / = not tested or not shown; & = joins results of further samples; [ ] = another dose, or the depositor's remark. Unless noted, calls follow the shape of the dose curve; as a rule, active = well fitted curve in the direction sought with a large enough effect; inconclusive = small, poorly fitted or top-dose-only effect, or another doubt; inactive = no such curve, though single readings can be large; an effect the other way counts as inactive or inconclusive. Only part of the results is shown (hit frequency here may not be typical).

SMILES,GRP78 ERSR act,D1 antag,D1 ag,RXFP1 antagonist,RXFP1 ag,D1 potentiator,Vif-A3G inh,Vif-APOBEC3F blk,D2 PAM
Cc1cc(C)c(C)c(OCC(=O)Nc2ccc(S(=O)(=O)Nc3nc(C)cc(C)n3)cc2)c1,/,19.0,0.4,-13.9,6.6%,-1.1,/,/,-5.2
O=C(CCCN1CCC(O)(c2cccc(C(F)(F)F)c2)CC1)c1ccc(F)cc1,-2.2%&-2.5%&-4.7%,-0.3,61.3*,2.2,-0.8%,2.4,2.0%,-0.2%,16.5
O=C(COc1ccc(Cl)cc1)OCC(=O)c1ccc[nH]1,-4.6%,-11.0,-0.5,1.5,0.5%,-9.7,0.5%,1.5%,1.0
COc1ccc(OC)c(NC(=O)C(Sc2ccccc2)c2ccccc2)c1 (configuration not stated),-5.2%,-29.7,11.0,-2.7,1.2%,-6.9,0.9%,1.0%,9.4
CCn1nnnc1NCc1ccc(OCc2c(F)cccc2Cl)c(OC)c1,0.5%,/,3.9,3.4,1.1%,-0.5,-0.7%,-4.4%,2.2
O=C1C2C(C(=O)N1CC1CCCO1)C1C=CC2C12CC2 (configuration not stated),1.6%,3.5,-0.7,0.8,0.2%,1.9,-0.6%,-1.0%,8.7
COc1cccc(CN(C)C[C@@H]2OCc3cnnn3CCCC(=O)N([C@@H](C)CO)C[C@H]2C)c1,-3.6%,/,/,6.9,/,/,-1.6%,3.0%,/
Cc1nc(NC(=O)COC(=O)CCc2ccccc2)c(Cl)cc1Cl,-2.5%,/,/,2.7,/,/,-2.0%,-9.8%,/
N#CC(C(=O)NCCc1ccccc1)c1nc2ccccc2nc1N1CCCCC1 (configuration not stated),2.1%,3.0,2.3,-23.6,0.1%,0.8,-13.8%,-18.6%,-4.8
COc1ccc(N2C(=O)CCSC23C(=O)N(Cc2ccc(F)cc2)c2ccccc23)cc1 (configuration not stated),2.3%,6.6,1.9,-82.0*,-0.4%,5.3,-7.3%,-4.4%,5.3
CCN(CC)C(=O)c1sc2c(c1C)c(=O)n(-c1ccc(C)c(C)c1)c(=O)n2Cc1cccc(Cl)c1,-2.0%,-4.8,5.8,-10.4,-1.2%,-3.0,3.4%,-6.1%,-29.3
Cc1ccc(C)c(Nc2c([N+](=O)[O-])ccc3nonc23)c1,-1.5%,66.1,107.6*,-11.9,-1.5%,5.2,1.6%,6.4%,8.2
CCN(CC)S(=O)(=O)c1ccc2c(c1)c(=O)c(C(=O)NCCc1ccc(OC)c(OC)c1)cn2C,-3.8%&-4.2%,7.7&3.2,3.9&0.1,2.5,3.2%&4.2%,3.8&1.6,1.1%&0.4%,6.2%&1.1%,3.5&0.3
Cc1nc2cc(-c3ccccc3)nn2c(C)c1CCC(=O)N1CCN(c2ccccn2)CC1,/,17.0,3.7,/,1.3%,/,/,/,-7.4
Cc1cnc(C(=O)OCC(=O)N2CC(C)CC(C)C2)cn1 (configuration not stated),-2.6%,/,/,0.1,/,/,-5.8%,10.2%,/
O=C(COC(=O)[C@@H]1CC(O)CN1S(=O)(=O)c1ccccc1[N+](=O)[O-])Nc1ccc2ccccc2c1 (some centres not stated),-1.3%,-32.2*,2.3,-0.3,5.1%,-7.0,-5.7%,7.7%,-1.4
Cc1oc2c(C)c3oc(=O)c(CCC(=O)NCCCn4ccnc4)c(C)c3cc2c1C,-1.6%,5.2,0.2,/,4.1%,1.6,2.2%,-2.7%,3.8
Nc1nnc(SCCN2C(=O)c3ccccc3S2(=O)=O)s1,-3.1%,-4.0,3.3,-6.9,2.1%,0.7,-1.1%,-3.1%,/
COc1ccccc1C(=O)NC(=O)Nc1c(C)cc(C)cc1C,0.3%,-8.6,4.2,-10.0,-0.7%,-12.2,2.3%,0.1%,2.1
Cn1c(O)c(N=NC(=O)CNC(=O)c2ccccc2)c2cc(Br)ccc21,-0.4%,-11.4,0.8,1.4,1.9%,-1.7,-5.0%,-2.5%,/
O=C(NC1(C(F)(F)F)NC(=O)N(Cc2ccccc2)C1=O)c1cccs1 (configuration not stated),-3.0%,/,/,10.0,/,/,2.4%,0.8%,/
O=C(NNC(=S)NCc1ccc(Cl)cc1)c1cccnc1,-0.4%,-35.2*,2.7,-1.5,-0.3%,-1.2,1.5%,0.7%,15.9
Cc1ccc(NC(=O)CCSc2nc(-c3ccc4c(c3)OCO4)cc(C(F)(F)F)n2)cc1,-4.0%,-3.7,5.1,/,14.5%,-4.1,-1.0%,5.8%,10.1
Nn1c(-c2ccc(F)cc2)nc2ccccc2c1=O,-1.9%,5.7,0.8,-9.2,10.6%,3.2,2.2%,8.7%,-8.8
COc1cc2c(cc1OC)C1O[C@](CCCCN3C(=O)c4ccccc4C3=O)(C2)OC2=C1C(=O)OC1(CCCCC1)C2,/,-0.1,-0.2,/,0.3%[11.5 µM],0.5,/,/,/
O=C(Nc1ncc([N+](=O)[O-])s1)c1ccc2c(c1)OCO2,-18.0%,-0.9,19.0,-10.3,1.5%,-5.9,0.4%,1.8%,/
CCOCCCNC(=S)NC1CC2CCC(C1)N2Cc1ccccc1 (configuration not stated),0.4%,2.5,0.3,-19.3,0.3%,-0.6,1.8%,8.2%,-17.8
CCC1=C(OC(=O)N(CC)CC)N2C(=O)OC(=NCC(=O)OC)[C@]2(Cc2ccccc2)[C@H]2C1=CC[C@H]1C(=O)N(CC(=O)OC)C(=O)[C@H]12,-3.0%,-23.2,0.4,/,3.5%,3.8,1.5%,5.8%,12.3
O=C(CN1CCN(C(=O)C2CCCO2)CC1)Nc1ccc(Br)cc1 (configuration not stated),-2.6%,-27.3,1.8,6.2,-3.6%,-0.7,0.6%,5.3%,10.2
COc1cc(C2/C(=C(\O)c3ccc4c(c3)CC(C)O4)C(=O)C(=O)N2CCCn2ccnc2)cc(OC)c1OC (configuration not stated),-1.4%,-0.2,1.7,-6.7,4.9%,1.6,-10.2%,5.1%,7.3

Next structures follow.
SMILES,GRP78 ERSR act,D1 antag,D1 ag,RXFP1 antagonist,RXFP1 ag,D1 potentiator,Vif-A3G inh,Vif-APOBEC3F blk,D2 PAM
Cc1ccc2nc(-c3ccc(N4CCOCC4)cc3)c(Nc3ccccc3C)n2c1,0.7%,19.7,0.1,-16.7,13.4%,-1.1,-6.0%,1.9%,/
CCOc1ccc(NS(=O)(=O)c2ccc(C(=O)NCC3(N(C)C)CCCCC3)cc2)cc1,-0.1%,1.9,-0.5,-5.7,-0.9%,6.3,0.4%,5.9%,20.0
COc1ccc(CCC(=O)NCc2ccc3c(c2)OCO3)cc1,-2.6%,-2.5,-0.3,-12.0,-3.8%,-1.9,-0.4%,-11.8%,1.9
CCOc1ccc(C(=O)Nc2nnn(CC)n2)cc1,-10.0%,-4.8,0.8,4.0,-0.4%,1.1,-5.9%,1.7%,-9.1
C=CCOC(=O)C1=C[C@@H](c2ccccc2)C[C@@H](OCc2ccc(CO)cc2)O1,-5.3%,-18.5,1.6,/,-0.7%,-4.2,?,0.5%,4.3
CC1CN(C(=O)c2ccc(NS(=O)(=O)c3ccc(C(C)(C)C)cc3)cc2)CC(C)O1 (configuration not stated),-3.1%,-3.8,34.6*,-18.7,0.6%,-3.6,0.1%,-14.8%,25.6
Oc1ccc(-c2nccc(-c3ccccn3)n2)cc1,?,4.6,13.7,-0.5,-1.1%,-0.6,-6.6%,-11.0%,20.8
COc1ccc(OC)c(/C=C/C(=O)Nc2ccc(C(=O)OCCC(C)C)cc2)c1,/,18.2,5.5,6.3,29.2%,0.7,/,/,3.2
CN(C)C(=O)c1cccc(COc2ccc(N3C(N)=NC(N)=NC3(C)C)cc2Cl)c1,-3.4%,/,/,-0.9,/,/,-2.4%,4.8%,/
CSc1cccc(CNC(=O)C2CCC(=O)N(CCc3ccccc3)C2)c1 (configuration not stated),2.6%,/,/,3.0,/,/,-0.4%,-3.5%,/
C=CCn1c(SCC(=O)Nc2cc(C)on2)nnc1C1COc2ccccc2O1 (configuration not stated),-3.4%,-0.1,1.5,-5.8,-0.8%,-2.9,-7.8%,-3.3%,-2.2
CCO[C@@H]1OC(C(=O)N2CCOCC2)=C[C@H](c2ccc(C(F)(F)F)cc2)[C@H]1CCCO,-4.2%,6.7,-4.4,/,-2.4%,-3.5,-19.3%,3.3%,12.1
Cc1noc(C)c1COc1ccccc1C(=O)N(C)Cc1ccc(F)cc1,-3.8%,-10.8,2.3,3.2,0.1%,-3.6,-0.4%,7.4%,-0.6
COc1ccc(Cc2nnc(Nc3ccc(C)cc3)o2)cc1OC,3.3%,2.8,-0.4,5.5,-1.0%,-2.3,-1.1%,0.6%,-11.1
COc1ccc(-c2csc(NC(=S)NC(=O)c3ccco3)n2)cc1,-1.1%,0.7,1.3,1.2,1.6%,0.7,0.7%,-5.4%,-4.6
CCSc1nc2ccccc2n1C(=O)/C=C/c1ccc(OC)c(OC)c1,-9.8%,14.1,2.4,11.1,2.5%,4.3,?,1.1%,-4.3
Cc1ccc(-c2cc(C(F)F)nc(S(C)(=O)=O)n2)cc1,-14.1%,-17.9,0.0,5.2,3.3%,0.7,-8.1%,5.2%,-5.4
CC(=O)c1cccc(CN2CCCC(C(=O)c3ccc4c(c3)OCO4)C2)c1 (configuration not stated),-1.0%,-13.5,7.4,8.0,1.1%,-3.5,-1.6%,-0.9%,-26.4
O=CC1=C(c2ccccc2)Oc2ccccc2O1,?,12.8,-2.2,-34.9,0.1%,-2.5,-23.5%,8.0%,10.8
CCc1ccc(NC(=O)CSc2nc3ccccc3c(=O)n2CCCC(=O)NCCCN2CCOCC2)cc1,-4.6%,5.8,1.0,-1.6,0.1%,-3.0,0.4%,3.3%,-4.0
CCCCCNC(=O)c1cc(S(=O)(=O)N2CCCCC2)ccc1F,-1.8%,-62.1*,2.0,7.3,1.6%,-2.0,1.2%,1.7%,8.8
